Source: PubChem BioAssay (National Center for Advancing Translational Sciences (NCATS))
KB-3-1 tox – KB-3-1 parental cell cytotoxicity; KB-3-1 viability, CellTiter-Glo ATP luminescence, 72 h; hit rate 1.4% among 400,000; Potency, µM (doses to about 46.1 µM), for the others: at the highest dose activity change, negative = cytotoxic, actives largely listed as cytotoxic; note: potency is the fitted concentration of half-maximal effect; % is set by controls: 0 for no effect and ±100 for the full control effect; nearly all actives have a fitted effect of over 60% in size
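KB-3-1 parental drug-naive adenocarcinoma cells in DMEM/10% FBS, incubated 72 h at 37 C with pin-transferred compounds across a concentration series. Viability by CellTiter-Glo luminescence; concentration-response curves fitted after normalization.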
DRD3 agonist – activates the human D3 dopamine receptor | P35462 | D3R DiscoveRx beta-arrestin cells, luminescence, 90 min | hit rate 0.58% among 410,000 | max activation, %; in the data active = max activation above about 30%; note: 0% is about no effect; mostly tested at two doses, the higher about 12 µM
Target sequence (P35462 whole entry, looked up): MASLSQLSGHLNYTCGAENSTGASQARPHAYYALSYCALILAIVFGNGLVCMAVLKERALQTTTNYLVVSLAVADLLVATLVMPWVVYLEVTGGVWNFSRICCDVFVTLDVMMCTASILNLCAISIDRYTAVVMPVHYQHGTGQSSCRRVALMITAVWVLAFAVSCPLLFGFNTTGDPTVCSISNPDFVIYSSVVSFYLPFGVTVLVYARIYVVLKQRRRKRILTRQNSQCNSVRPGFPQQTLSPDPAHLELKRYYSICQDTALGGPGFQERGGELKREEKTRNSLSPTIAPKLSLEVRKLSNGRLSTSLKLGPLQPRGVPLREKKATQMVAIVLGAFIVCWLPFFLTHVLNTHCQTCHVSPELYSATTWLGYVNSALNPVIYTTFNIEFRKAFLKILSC
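Agonist-mode cell screen: cells plated at 1500/well and incubated overnight at 37 °C, then exposed to library compounds for 90 min at 37 °C. Detection reagent was added for 30–60 min at room temperature, and luminescence was read.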
KB-V1 cytotox – KB-V1 MDR subline cytotoxicity; hit rate 3.4% among 400,000; KB-V1 MDR cells viability, CellTiter-Glo, 72 h; Potency, µM (top dose mostly 46.1 µM), for the others: top-dose activity change, negative = cytotoxicity, most hits filed as cytotoxic; AID 1347076; note: potency is the fitted concentration of half-maximal effect; % is set by controls: 0 for no effect and ±100 for the full control effect; nearly all actives have a fitted effect of over 60% in size
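KB-V1 cells (P-gp-expressing MDR subline of KB-3-1) in phenol-red-free DMEM with 10% FBS were exposed to library compounds over a concentration series for 72 h at 37 degrees C. Viability read by CellTiter-Glo luminescence; concentration-effect curves fitted after normalization.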
MCF10A rerep – DNA re-replication induction in MCF 10a cells | MCF 10A DNA re-replication, Hoechst nuclear intensity, 48 h | Potency, µM (doses to about 46.1 µM), for inactives: at the top dose activity, positive = re-replication, usual class: activators | hit rate 2.9% among 350,000 | AID 624296; note: potency is the fitted concentration of half-maximal effect; % of control where 0% means no effect; nearly all actives have a fitted effect of over 50% in size
HEK293 tox – cytotoxicity in counter-screen for GLP-1R inverse agonists. HEK293 cAMP-luciferase reporter cells, luminescence, 24 h. Potency, µM (top dose mostly 38.3 µM), inactives show top-dose activity change, negative = inhibition, hits mostly inhibitors. hit rate 0.13% among 410,000. AID 624418;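 note: loss of luciferase light is scored as toxicity; potency is the fitted concentration of half-maximal effect; % is set by controls: 0 for no effect and ±100 for the full control effect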
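Compound-treated cells are incubated 24 hr at 37 deg C under 5% CO2 after a 12 hour attachment period, then luciferase detection reagent is added and luminescence is measured following 12 min at room temperature; lowered signal indicates toxicity.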
IL-1B inflam inh – blocks inflammasome-driven IL-1 beta release; activity change, % at 57.5 µM; THP-1 LPS/ATP IL-1B secretion, AlphaLISA, 16 h; stronger effect = lower value; hit rate 4.7% among 360,000; in the data active = activity change below about -50%; inconclusive = mostly about -30% to -49%; note: % is set by controls: 0 for no effect and ±100 for the full control effect
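Secreted IL-1B measured by AlphaLISA bead assay after 16 h compound exposure of THP-1 cells; compounds (final up to 57.5 uM) added 1 h before LPS (250 ng/mL) and ATP (1.25 mM) stimulation; lower signal means less secretion.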
SW480 rereplic – inducers of DNA re-replication in SW480 colon cancer cells. hit rate 1.8% among 340,000. AID 624297. Potency, µM (highest dose often 46.1 µM), for inactives: at the top dose re-replication activation, most hits filed as activators. SW480 DNA re-replication, Hoechst DNA content imaging, 48 h; note: potency is the fitted concentration of half-maximal effect; % of control where 0% means no effect; nearly all actives have a fitted effect of over 55% in size
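SW480 cells exposed to compounds for 48 hr at 37 C, 5% CO2, then Hoechst-stained 40 min. Nuclear DNA content imaged by fluorescence scanning (405 nm excitation, 500-530 nm emission); re-replication scored as increased high-intensity nuclei.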
HT1080-NT tox – kills 2HG-producing HT-1080-NT fibrosarcoma cells. HT-1080-NT fibrosarcoma viability, CellTiter-Glo ATP luminescence, 48 h. Potency, µM (doses to about 46.1 µM), for inactives: at the top dose activity, negative = less viability, hits mostly cytotoxic. hit rate 1.6% among 360,000;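 note: NT is the 2HG producing partner of a matched IDH1 knockdown line; potency is the fitted concentration of half-maximal effect; 0% = DMSO-treated cells and -100% = media-only wells without cells; nearly all actives have a fitted effect of over 55% in size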
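Toxicity toward the 2HG-producing NT line was scored as %Activity, normalised to DMSO and no-cell wells, from CellTiter-Glo luminescence after 48 hours' treatment.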
HT1080 IDH1KD tx – toxicity to HT-1080 IDH1 knockdown cells (counter line) | HT-1080 IDH1 knockdown viability, ATP luminescence, 48 h | Potency, µM (series often up to 46.1 µM), for inactives: top-dose activity, negative = toxicity, hits mostly cytotoxic | hit rate 2% among 360,000;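 note: potency is the fitted concentration of half-maximal effect; 0% = DMSO wells and -100% = cell-free medium wells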
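In this qHTS, HT-1080 cells depleted of IDH1 are exposed for 48 h at 37 °C to compound titrations. Toxicity is scored from CellTiter-Glo luminescence, with DMSO as full viability and medium alone as none.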
* = called active by the depositor; i = inactive; u = inconclusive; x = not tested or not shown; [ ] = remark or other dose. Unless noted, calls come from the whole dose curve; as a rule, active = well fitted curve in the direction sought with a large enough effect; inconclusive = small, poorly fitted or top-dose-only effect, or another doubt; inactive = no such curve, though single readings can be large; an effect the other way counts as inactive or inconclusive. Not a hit list. Share with any hit: about 11%.

The opening 3 entries, ahead of the listing:
SMILES	KB-3-1 tox	DRD3 agonist	KB-V1 cytotox	MCF10A rerep	HEK293 tox	IL-1B inflam inh	SW480 rereplic	HT1080-NT tox	HT1080 IDH1KD tx
COc1ccc(Cn2c(-c3ccc(Cl)cc3)c[n+]3ccccc23)cc1	3.7µM*	-2	16%	3%	-24%	-80*	-6%	u	u
CCOc1ccc(/C(O)=C2/C(=O)C(=O)N(CCCn3ccnc3)C2c2cccs2)cc1Cl (configuration not stated)	16%	0	-3%	-2%	1%	26	-8%	3%	4%
O=C(c1cc2c(=O)n3ccccc3nc2s1)N1CCOCC1	29%	-4	u	-4%	29%	0	-5%	2%	-1%

The listing, from the start:
SMILES	KB-3-1 tox	DRD3 agonist	KB-V1 cytotox	MCF10A rerep	HEK293 tox	IL-1B inflam inh	SW480 rereplic	HT1080-NT tox	HT1080 IDH1KD tx
COc1ccc(Cn2c(-c3ccc(Cl)cc3)c[n+]3ccccc23)cc1	3.7µM*	-2	16%	3%	-24%	-80*	-6%	u	u
CCOc1ccc(/C(O)=C2/C(=O)C(=O)N(CCCn3ccnc3)C2c2cccs2)cc1Cl (configuration not stated)	16%	0	-3%	-2%	1%	26	-8%	3%	4%
O=C(c1cc2c(=O)n3ccccc3nc2s1)N1CCOCC1	29%	-4	u	-4%	29%	0	-5%	2%	-1%
COc1ccc(C(=O)N2CCOC2CNC(=O)C(=O)NCCc2ccccc2OC)cc1 (configuration not stated)	20%	-3	u	0%	16%	i	5%	4%	-1%
O=C(Nc1cc(C(F)(F)F)ccc1N1CCOCC1)c1cccs1	-2%	2	-7%	-12%	-2%	-11	0%[9.22 µM]	1%	2%
CCCN1Cc2cccc(C(=O)Nc3ccc(OC)c(OC)c3)c2C1=O	-22%	4	0%	7%	15%	8	-12%	12%	u
CCOCCCn1c(=O)c2ccccc2n2c(=S)[nH]nc12	0%	1	0%	-17%	6%	-7	-5%	-1%	16%
COc1cc(C(=O)OCc2cc(=O)n3ccsc3n2)cc(OC)c1OC	u	-1	-42%	x	-23%	x	x	x	x
CSc1ncc(C(=O)NCc2ccc(Cl)cc2)c(C(F)(F)F)n1	-5%	7	-9%	x	-1%	x	x	x	x
CCOCCCNC(=O)C1CCC(CNS(=O)(=O)c2cccc3nsnc23)CC1 (configuration not stated)	-6%	2	21µM*	-1%	-6%	33	-8%	-2%	-10%
Cn1ccnc1SC(=O)N1c2ccccc2Sc2ccccc21	-22%	3	u	2%	-22%	-4	-10%	13%	-8%
COc1ccc(/C=C/C(=O)c2ccc[nH]2)c(OC)c1OC	-2%	-7	u	7%	-10%	-29	3%	11%	11%
Cc1cc(NC(=O)CSc2nnc(Nc3ccccc3F)s2)no1	-11%	-4	3%	4%	2%	-8	-59%[inhibitor]	-1%	-6%
COc1ccc(CSc2nc3nc(C)cc(C)n3n2)cc1F	-10%	4	12%	1%	15%	0	u	-7%	-20%
Cc1ccc(C(=O)NCC(=O)NCC(c2ccco2)N2CCCCC2)cc1C (configuration not stated)	3%	-4	u	5%	5%	-7	2%	-5%	-2%
COc1ccc2c(c1)[nH]c1c(=O)n(Cc3ccccn3)cnc12	4%	-2	30%	1%	-7%	22	-8%	-13%	-14%
COc1ccc(/C=C(/C#N)C(=O)Nc2cc(C)ccc2C)cc1C(=O)O	16%	5	3%	2%	2%	10	11%	u	2%
Cc1ccc2nc(C)cc(C(=O)OCC(=O)Nc3c(C)n(C)n(-c4ccccc4)c3=O)c2c1	9%	-3	4%	-2%	-6%	21	-3%	-3%	4%
CCOC(=O)c1nc(Nc2ccc(N3CCOCC3)cc2)c2ccccc2n1	0%	7	0%	-12%	-19%	-84*	0%	3%	2%
CCc1cccc(N(CC(=O)NC2CCCCC2)C(=O)c2csnn2)c1	0%	-7	-12%	-4%	-1%	-12	-13%	10%	10%
CCc1nc2c(OCCn3cccc3)cccn2c1N(C)C(=O)C1CC1	0%	-13	-15%	x	1%	-14	x	-4%	2%
O=C(Nc1ccc(Cl)cc1)c1cnn2c1NC(c1ccccc1)=CC2c1ccccc1 (configuration not stated)	u	2	u	x	220%[activator]	x	x	x	x
O=C(Oc1c(-c2ccccc2)c(=O)n2c3c(cccc13)CC2)c1cccc([N+](=O)[O-])c1	-14%	0	u	u	-31%	-2	-2%	-13%	u
CC[C@@H](C)[C@@H]1CN([C@@H](CN2CCC[C@H]2CN2C(N)=NC[C@H]2CC(C)C)C(C)C)C(=N)N1CCc1ccc(Cl)c(Cl)c1	0%	-7	-1%	u	-4%	-60*	-15%	-2%	0%
O=C1NC[C@@H](CCCCN2C[C@H](Cc3ccc(O)cc3)N(CC3CCCCC3)C(=O)C2=O)N(CCC2CCCCC2)C1=O	29%	-7	u	x	-5%	-5	x	-12%	-11%
SMILES	KB-3-1 tox	DRD3 agonist	KB-V1 cytotox	MCF10A rerep	HEK293 tox	IL-1B inflam inh	SW480 rereplic	HT1080-NT tox	HT1080 IDH1KD tx
CCOC(=O)c1ccc(NC(=O)Nc2ccc(F)cc2)cc1	u	-4	u	u	u	-11	6%[9.22 µM]	u	u
CC(C)[C@H](NC(N)=O)C(=O)Nc1ccc(Oc2ccccc2)cc1	-6%	-3	-29%	5%	6%[7.66 µM]	x	-2%	-13%	u
NC(=O)C1CCN(C(=O)c2ccc(-c3ccccc3)cc2)CC1	11%	-3	14%	1%	-5%	-2	-9%	10%	-2%
Cc1nn(Cc2ccccc2)c(Cl)c1C(=O)OCC#N	1%	1	1%	9%	4%	8	-91%[inhibitor]	1%	2%
O=C(CSc1nnc(-c2ccc(O)cc2)o1)Nc1ccccc1	u	-1	-2%	-4%	-8%	-3	-28%	-11%	-15%
Cc1ccc(CNC(=O)CN2C(=O)CSc3c2c(C)nn3-c2ccccc2)cc1	-8%	4	-8%	x	6%	x	x	x	x
COCCn1c(C)cc(O)c(C(c2ccc(Cl)cc2)N2CCCCC2)c1=O (configuration not stated)	14%	3	-5%	x	3%	x	x	x	x
CN1CCN(C(=O)c2ccccc2N(Cc2ccccc2)S(C)(=O)=O)CC1	-2%	0	-3%	2%	3%	16	-1%	22%	17%
Cc1cc(Cl)ccc1OCC(=O)OCC(=O)NC1CCS(=O)(=O)C1 (configuration not stated)	1%	-3	14%	13%	-1%	6	-16%	9%	5%
Cc1ccc(NC(=O)CC2C(=O)NC3CCCCC3N2C(=O)c2ccc(F)cc2)cc1C (configuration not stated)	0%	1	1%	2%	-10%	-16	-2%	-6%	-3%
O=C1OCCN1C(=O)[C@H]1[C@H](c2ccc(F)cc2)C(c2ccc(F)cc2)=NN1c1ccc(Br)cc1	-6%	-16	u	u	39%[activator]	-61*	u	-18%	-25%
Cc1ccnc(SCC(=O)c2ccc([N+](=O)[O-])cc2)n1	-4%	-9	0%	-3%	-1%	4	-6%	15%	9%
CC(=O)Nc1nnc(C)s1	9%	-4	3%	-1%	u	9	-8%	19%	5%
CCOc1ccc(CNC(=O)C2CCCN(S(=O)(=O)N(CC)c3ccc(OCC)cc3)C2)cc1 (configuration not stated)	u	-7	-14%	x	-4%	x	x	x	x
O=C(NCc1ccc(F)cc1)C1CCC(=O)N1CCc1ccccc1 (configuration not stated)	-16%	-3	-6%	-2%	-1%	7	-7%	-10%	-1%
COc1cccc2cc(C(=O)OCC(=O)NCc3ccc4c(c3)OCO4)c(=O)oc12	-1%	-17	1%	-1%	-4%	12	0%	-2%	0%
Cc1cccnc1NC(=O)c1cc2ccccc2oc1=O	5%	0	u	0%	-5%	3	1%	19%	28%
CC1Cc2ccccc2N1C(=O)COC(=O)c1cccnc1Cl (configuration not stated)	0%	-7	4%	2%	-17%	-2	-9%	7%	-7%
CCOC(=O)CSc1nc(C)cc(C)c1C(N)=O	24%	-4	u	-1%	-12%	0	-19%	13%	8%
OCCCCNc1cccc2ccccc12	1%	2	-5%	-7%	-16%	35	-7%	3%	-8%
Cc1nnc(NC(=O)Cn2cnc3c2c(=O)n(C)c(=O)n3C)s1	2%	13	0%	12%	9%	16	1%	14%	5%
CCOC1=C2[C@@H](CN(S(=O)(=O)c3ccccc3)[C@H]2c2ccccc2)[C@H]2C(=O)N(c3ccccc3)C(=O)[C@H]2C1	0%	-4	12%	x	-4%	9	x	3%	6%
Cc1ccccc1OCCN1CCC(Cc2ccccc2)CC1	1%	-13	-4%	u	-19%	-10	-8%	-7%	-2%
Cc1ccc(N(C(=O)Cn2nnc(-c3ccccc3F)n2)C(C(=O)NC2CCCC2)c2ccncc2)cc1 (configuration not stated)	-5%	-8	-13%	2%	8%	-1	-3%	-1%	0%
CCOc1ccc(Br)cc1S(=O)(=O)N1CCC(C(N)=O)CC1	0%	1	1%	-3%	1%[0.307 µM]	-11	3%	15%	-1%
SMILES	KB-3-1 tox	DRD3 agonist	KB-V1 cytotox	MCF10A rerep	HEK293 tox	IL-1B inflam inh	SW480 rereplic	HT1080-NT tox	HT1080 IDH1KD tx
COc1cccc(NC(=O)c2cc(OC)c(OC)c(OC)c2Br)c1	5%	0	u	-9%	11%	-7	-5%	4%	3%
O=C(CN1CCN(C2CCCCC2)CC1)Nc1ccccc1-c1ccccc1	-11%	-8	u	-13%	-26%	u	-12%	-3%	u
COc1ccc(Cc2noc(-c3ccc(C)cc3)n2)cc1	5%	-6	-2%	13%	3%	20	-6%	3%	10%
O=C(COc1cccnc1[N+](=O)[O-])NCCc1ccc(Cl)cc1	-5%	3	u	0%	-14%	12	-3%	2%	7%
COc1ccc(S(=O)(=O)n2c(CCN3CCOCC3)nc3ccccc32)cc1	-13%	-6	u	9%	10%	-20	13%	-9%	-18%
O=S(=O)(NC(=S)c1ccccc1)c1ccc(Cl)cc1	6%	5	1%	-26%	-1%	13	-22%	1%	-1%
